SENP7 block – blocks the human protease SENP7; AID 434973; Q9BQF6; inhibition, % at 5 µM; recombinant SENP7, Z-RLRGG-aminoluciferin luminescence, 40 min; 330,000 tested, 1.5% active;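 active = inhibition above about 50% at the single test dose, limit read from the data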;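 also: plate controls were DMSO with enzyme for no effect and no enzyme buffer wells for full effect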
SENP6 inh – blocks the human protease SENP6. inhibition, % at 10 µM. Recombinant SENP6 catalytic domain, aminoluciferin luminescence. 330,000 tested, 1.8% active;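 active = inhibition above about 50% at the single tested dose, limit read from the data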;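 also: plate controls were DMSO wells with enzyme for no effect and DMSO wells lacking enzyme for full effect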
APOBEC3G inh – blocks human APOBEC3G single-stranded DNA deamination; Q9HC16; recombinant A3G, ssDNA deamination FAM/TAMRA fluorescence; inhibition, % at 20 µM; 330,000 tested, 0.28% active; AID 493012;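 active = inhibition of at least 40% at 20 µM, with no more than 30% in the related APOBEC3A deaminase screen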;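 also: plate controls were DMSO wells with A3G for no effect and wells lacking A3G enzyme for full effect; some compounds called inactive have numbers as strong as hits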
Target sequence (Q9HC16 whole entry, looked up): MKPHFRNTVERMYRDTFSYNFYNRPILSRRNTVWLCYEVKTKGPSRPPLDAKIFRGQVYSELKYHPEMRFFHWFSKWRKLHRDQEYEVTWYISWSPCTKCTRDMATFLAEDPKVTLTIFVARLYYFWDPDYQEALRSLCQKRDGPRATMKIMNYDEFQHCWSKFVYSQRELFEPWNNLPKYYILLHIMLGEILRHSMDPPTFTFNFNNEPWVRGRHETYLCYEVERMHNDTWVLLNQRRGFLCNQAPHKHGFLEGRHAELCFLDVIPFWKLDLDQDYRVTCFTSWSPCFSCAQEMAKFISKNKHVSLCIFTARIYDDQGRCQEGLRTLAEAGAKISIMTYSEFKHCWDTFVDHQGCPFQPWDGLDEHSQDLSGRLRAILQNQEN
SENP8 block-1 – blocks human SENP8 cleavage of Nedd8 substrate | AID 602440 | Q96LD8 | inhibition, % at 20 µM | recombinant SENP8, Nedd8 substrate fluorescence | 360,000 tested, 0.64% active; in the data active = inhibition mostly above about 40%, no sharp cut-off; inactive = mostly below about 27%
Target sequence (Q96LD8 whole entry, looked up): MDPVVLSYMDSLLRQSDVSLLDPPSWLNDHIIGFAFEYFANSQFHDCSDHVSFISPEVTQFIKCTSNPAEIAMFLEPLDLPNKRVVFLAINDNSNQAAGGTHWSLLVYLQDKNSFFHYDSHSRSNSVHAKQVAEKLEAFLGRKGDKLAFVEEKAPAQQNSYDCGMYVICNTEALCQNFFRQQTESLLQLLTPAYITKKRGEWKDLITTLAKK
UBC13 polyUb – blocks human UBC13 polyubiquitin chain formation | TR-FRET | inhibition, % at 20 µM | 330,000 tested, 0.47% active | AID 485273; in the data active = inhibition above about 45%, passing the limit was not always enough
Target sequence (P61088 whole entry, looked up): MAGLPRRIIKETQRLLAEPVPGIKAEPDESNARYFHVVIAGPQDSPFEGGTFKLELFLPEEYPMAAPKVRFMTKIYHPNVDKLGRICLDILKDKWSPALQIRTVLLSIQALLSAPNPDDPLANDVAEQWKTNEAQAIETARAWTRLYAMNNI
Apaf1 inhib – human Apaf-1 inhibition; O14727; reconstituted apoptosome caspase-3 activity, DEVD-Rh110 fluorescence; inhibition, % at 20 µM; 330,000 tested, 0.71% active; active = inhibition of at least 40% at 20 µM;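 also: plate controls were DMSO wells for no effect and DEVD-CHO caspase inhibitor wells for full effect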
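System: Apoptosome proteins | Medium: Hepes pH 7.5 with detergent and BSA | Also added: Cytochrome c trigger plus (Z-DEVD)2-Rh110 caspase-3 substrate | Incubation: 30 min compound preincubation, 50 min activation, room temperature | Detection: Rhodamine 110 fluorescence at Ex 480/Em 540 nm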
SENP1 inh – blocks the human SENP1 SUMO protease catalytic domain. 360,000 tested, 0.21% active. recombinant SENP1 catalytic domain, CyPet-SUMO1-YPet FRET cleavage. Q9P0U3. AID 624204. inhibition, % at 10 µM;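 active = inhibition at least 30% at 10 µM, raw YFP signal under a set limit, fluorescence ratio 0.5 to 1.5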;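 also: 0% = enzyme with DMSO and 100% = no enzyme wells; some results filed as inactive read as strong as hits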
Target sequence (Q9P0U3 419-644 limits assumed): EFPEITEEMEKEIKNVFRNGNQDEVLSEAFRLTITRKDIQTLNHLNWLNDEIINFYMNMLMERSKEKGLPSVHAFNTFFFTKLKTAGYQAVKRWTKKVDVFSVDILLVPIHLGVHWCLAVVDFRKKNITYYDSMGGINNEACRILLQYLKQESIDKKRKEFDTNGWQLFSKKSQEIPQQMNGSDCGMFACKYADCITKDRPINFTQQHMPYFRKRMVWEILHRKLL
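Material – human SENP1 catalytic domain · Input – SENP1 enzyme, 20 pM final · Compound dosing – single concentration of 10 µM compound, 0.5% DMSO final · Timing – enzyme reaction for 50 min at room temperature, dark · Measured by – FRET fluorescence in CFP and YFP emission channels · Control set – no-enzyme wells low, DMSO-plus-enzyme wells high control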
SENP8 block-2 – inhibitors of human SENP8 protease. purified SENP8, Z-RLRGG-aminoluciferin cleavage, luminescence. inhibition, % at 10 µM. 330,000 tested, 1.2% active. AID 2540; in the data active = inhibition above about 50%
* marks the source's active call; other numbers are inactive results; i = inactive; . = not tested or not shown.

Order of results – SENP7 block	SENP6 inh	APOBEC3G inh	SENP8 block-1	UBC13 polyUb	Apaf1 inhib	SENP1 inh	SENP8 block-2
(1) COC(=O)c1ccccc1NC(=O)CSc1nc(C)cc(C)n1
    -2.1	0.4	-3.6	-1.1	-1.8	-4.5	2.2	9.1
(2) Fc1ccc(Cn2nnnc2CN2CCN(C3CCCC3)CC2)cc1
    -1.1	-7.4	-6.2	8.8	7.5	-11.3	2.3	4.2
(3) COC(=O)Cc1c[nH]c2cccc(OCC(O)CN(Cc3ccc([N+](=O)[O-])cc3)C(C)(C)C)c12 (stereo not drawn)
    3.5	-11.0	-1.7	9.5	1.6	28.2	0.4	4.5
(4) O=C(COc1cc(Cl)c(Cl)cc1Cl)Nn1cnnc1
    5.6	-4.1	-4.0	16.4	0.4	3.4	0.2	0.0
(5) Cc1nc(N2CCN(c3ccccc3)CC2)nc2c1C(=O)CCC2
    4.5	1.2	1.0	6.2	18.3	18.7	-3.7	-2.3
(6) COc1ccc(C2C(C(=O)N3CCOCC3)CCC(=O)N2c2cc(OC)c(OC)c(OC)c2)cc1 (stereo not drawn)
    -7.2	-14.1	-0.3	2.9	-1.0	-3.7	-0.5	-2.4
(7) COCCCn1c(=O)c2sccc2n2c(CCCC(=O)NCc3cccc(OC)c3)nnc12
    -5.0	-2.3	-0.6	11.3	-2.0	0.2	-0.5	-0.4
(8) CSc1nc(N2CCN(c3ccccc3)CC2)cc(N2CCN(c3ccccc3)CC2)n1
    -10.7	11.1	-4.5	7.6	-8.5	11.8	-1.9	3.1
(9) CC(=O)c1ccc(N(CC(=O)NC2CCCCC2)C(=O)c2csnn2)cc1
    -0.8	-20.8	-3.0	9.5	3.5	-2.7	0.8	0.5
(10) Cc1c(F)cccc1NS(=O)(=O)c1ccc2c(c1)n(C)c(=O)c(=O)n2C
    2.8	-5.0	22.5	-28.6	5.7	-5.2	-0.9	2.5
(11) Cc1cc(C)c(C(=O)Nc2ccccc2)c(CC(C)(C)C(=O)O)c1
    -5.4	-19.1	-6.7	-0.1	-0.6	-2.0	3.0	-7.3
(12) CCC(c1nnnn1C1CCCC1)N1CCN(c2ccccc2F)CC1 (stereo not drawn)
    -0.9	-1.2	-6.2	19.0	1.1	4.4	1.6	1.6
(13) CC(=O)c1cc(F)c(N2CCOCC2)cc1C
    1.0	8.1	-2.9	7.0	4.1	-14.0	0.6	-0.9
(14) CCOC(=O)COc1c(Br)cc(C2NC(=O)NC(C)=C2C(C)=O)cc1OC (stereo not drawn)
    4.2	-0.9	-0.8	3.2	-1.9	-7.1	-0.1	-5.0
(15) CCc1ccc(-c2cn3nc(C)c(C)nc3n2)cc1
    -1.2	23.0	-2.3	-275.7	-3.4	5.5	-26.1	26.9
(16) Cc1ccc2nc3c(cc2c1)c(NS(=O)(=O)c1ccccc1)nn3CC(C)C
    -1.0	11.0	-2.2	-136.4	-11.5	16.3	-1.2	1.0
(17) Cc1ccc(NC(=O)CSC2=C(C#N)C(c3ccc4c(c3)OCO4)CC(=O)N2)cc1C (stereo not drawn)
    -12.3	1.9	-6.1	10.7	21.8	2.9	-1.6	-8.6
(18) O=C(CCC(=O)N1CCN(c2ccccn2)CC1)c1cccs1
    -5.3	2.5	-3.4	3.8	-24.1	-3.1	1.0	-7.8
(19) Cn1cc(CNC(=O)C23CC4CC(CC(C4)C2)C3)cn1
    -0.4	-15.8	-1.9	-2.6	-9.5	3.3	0.8	-6.0
(20) O=C(Nc1ccccc1[N+](=O)[O-])c1cccnc1Cl
    5.0	12.5	-4.0	9.3	21.8	2.0	0.2	-6.4
(21) COc1ccc(C2=[N+]([O-])C(C)(C)N(O)C2(C)C)cc1
    -4.2	-11.0	-1.3	12.7	2.9	-4.6	-0.5	0.3
(22) COc1ccc(NC(=O)CN2CCN(S(=O)(=O)N(C)C)CC2)cc1
    4.2	4.9	-1.5	15.0	-3.1	9.4	2.1	-9.6
(23) CC(C)Cn1c(SCC(=O)Nc2ccc3[nH]c(=O)[nH]c3c2)nc2ccccc2c1=O
    -1.7	-3.5	-9.0	6.8	7.3	-2.1	0.1	0.6
(24) O=C1C=C(c2ccc(CO)cc2)C[C@@H](c2ccc3c(c2)OCO3)C1
    5.5	-1.9	-3.9	12.8	2.3	0.6	0.3	-1.9
(25) COc1cc(C(=S)N2CCCC2)cc(OC)c1O
    0.0	-6.5	5.7	10.8	10.0	-21.8	3.3	2.3
(26) CC1(C)Cc2nc3sc4c(N(CCO)CCO)ncnc4c3cc2CO1
    10.7	0.3	4.0	i	3.3	1.5	1.1	4.4
(27) O=C1CCC(C(=O)N2CCC(CO)CC2)CN1Cc1ccc(Cl)cc1 (stereo not drawn)
    -3.9	-6.4	-9.9	3.3	6.1	-4.9	1.8	2.3
(28) Cc1cccc(OCC(=O)Nc2ccc(C(=O)NCc3cccnc3)cc2)c1
    4.2	3.2	-6.2	.	11.4	-10.3	.	2.8
(29) CCOC(=O)c1cccc(NC(=O)CCS(=O)(=O)c2cccc3nsnc23)c1
    -7.7	-8.4	-7.3	28.2	-3.8	13.7	-1.1	-10.8
(30) COC(=O)CNC(=O)c1ccc(F)cc1
    11.7	-7.1	-4.8	-3.1	-11.5	-12.0	3.2	1.0

Reformatted: entries from further up
cpd	molecule	SENP7 block	SENP6 inh	APOBEC3G inh	SENP8 block-1	UBC13 polyUb	Apaf1 inhib	SENP1 inh	SENP8 block-2
27	O=C1CCC(C(=O)N2CCC(CO)CC2)CN1Cc1ccc(Cl)cc1 (stereo not drawn)	-3.9	-6.4	-9.9	3.3	6.1	-4.9	1.8	2.3
28	Cc1cccc(OCC(=O)Nc2ccc(C(=O)NCc3cccnc3)cc2)c1	4.2	3.2	-6.2	.	11.4	-10.3	.	2.8

The listing continues.
Order of results – SENP7 block	SENP6 inh	APOBEC3G inh	SENP8 block-1	UBC13 polyUb	Apaf1 inhib	SENP1 inh	SENP8 block-2
(31) CCOc1c(Cl)cc(C(=O)Nc2ccccc2-c2ccccc2)cc1Cl
    4.6	-6.9	-4.3	24.5	4.3	0.9	3.1	-4.6
(32) NC(=O)c1ccc(SCC(=O)OCC(=O)NCC2CCCCC2)c([N+](=O)[O-])c1
    3.7	-3.0	-11.5	3.0	3.2	6.8	-0.8	-4.4
(33) O=C(NN1C(=O)C2CCCCC2C1=O)c1ccco1 (stereo not drawn)
    4.3	-17.4	14.0	14.6	1.3	1.7	0.8	-6.2
(34) Cc1cccc(N2CCN(C(=O)n3ccnc3)CC2)c1C
    -0.8	4.5	-4.5	7.4	-6.3	4.0	0.3	6.5
(35) O=C(Nc1ccc(S(=O)(=O)NCc2ccco2)cc1)c1ccncc1
    4.8	3.0	-9.9	8.0	-1.3	-1.2	1.2	2.8
(36) Cc1cccn2c(=O)c3cc(C(=O)N4CCN(C(=O)c5ccco5)CC4)n(C)c3nc12
    -1.5	10.7	-2.6	-320.1	-1.0	4.0	-36.6	1.2
(37) CC1CCCN(C(=O)C2CCN(c3ncnc4c3nc3n4CCCCC3)CC2)C1 (stereo not drawn)
    -0.9	-1.0	-5.6	-11.7	25.8	-9.2	-1.0	-5.6
(38) Cc1cc(NC(=O)CSc2nc3sc4c(c3c(=O)n2C)CCCC4)no1
    7.6	-14.2	-3.6	-6.8	-3.6	-6.2	2.7	3.2
(39) CC(C)N(C(=O)[C@H]1C[C@H](CC(=O)NCCCn2ccnc2)C(=O)N2CCc3c([nH]c4ccc(Cl)cc34)[C@]12C)C(C)C
    -2.9	.	-1.3	11.4	.	21.2	1.1	.
(40) COC(=O)[C@@H]1C[C@@]2(O)[C@@H](O)[C@@H](O)[C@@H](O)C[C@H]2N1CC1CCCCC1
    -0.6	-11.0	14.5	34.6	-9.5	8.3	-2.0	1.4
(41) Cc1ccc(NC(=O)CN(C)CC(=O)Nc2ccccc2-c2ccccc2)cc1
    6.9	3.5	20.4	7.5	10.5	13.7	3.6	-3.3
(42) COc1ccc(-c2cc(C(=O)Nc3c(C)n(C)n(-c4ccccc4)c3=O)c3ccccc3n2)c(OC)c1
    0.1	-6.6	-2.1	-172.5	-1.7	-3.8	1.0	-4.8
(43) Cc1ccc(N(CC(N)=O)C2SC(=O)N(Cc3cccc(C(=O)O)c3)C2=O)cc1 (stereo not drawn)
    -1.5	-18.3	-7.0	7.6	-0.7	-4.0	-0.3	-3.6
(44) CCOC(=O)c1c(S(=O)(=O)NCCc2ccco2)c(C)n(C)c1C
    1.7	-5.7	-7.6	6.1	-6.9	-16.4	0.9	10.7
(45) Cc1cc(Cl)c2oc(C(=O)N(C)CCCN3CCOCC3)c(C)c2c1
    9.5	-25.5	-5.3	6.2	-3.8	14.1	-0.2	-12.4
(46) N/C(=N\OC(=O)c1ccc(OCC(F)(F)F)nc1)c1ccc(Cl)cc1
    27.0	-17.0	-7.7	2.0	-10.5	-8.4	1.5	-32.4
(47) CCOC(=O)Cn1c(=O)oc2ccc(C)cc21
    -2.1	-18.7	-3.6	26.1	-16.2	1.0	1.7	-4.7
(48) O=C(Cc1ccc(S(=O)(=O)N2CCOCC2)s1)Nc1cc(C(F)(F)F)ccc1N1CCCC1
    1.4	9.8	14.2	-57.6	-7.1	22.9	-28.7	1.5
(49) O=C(NCCO)c1ccc2[nH]c3c(c2c1)CCCC3
    -0.4	-15.0	-3.1	-7.7	10.7	-5.0	-56.3	-5.0
(50) Cc1noc(C)c1C(=O)OCC(=O)N1CCN(S(=O)(=O)c2ccc3ccccc3c2)CC1
    9.6	3.9	0.3	18.8	0.5	-15.3	-0.2	-0.9
(51) CCNC(=O)CSC1=N/C(=C\c2ccc(O)c(OCC)c2)C(=O)N1c1ccc(OC(F)F)cc1
    1.3	-12.1	-45.6	-218.8	-42.5	8.1	-30.2	5.4
(52) Cc1cccc(CSCCNC(=O)COc2ccc(Cl)cc2)c1
    -8.5	-5.9	-10.1	7.7	-1.5	14.8	4.7	-13.5
(53) CCOC(=O)N1CCN(C(=O)/C(=C/c2ccc(Cl)cc2)NC(=O)c2ccccc2)CC1
    5.7	13.5	-7.0	7.1	-0.6	-1.6	0.9	-5.6
(54) O=C(/C=C/c1ccccc1F)c1ccoc1
    -2.2	-18.1	-7.3	3.1	9.8	0.9	-2.5	-2.8
(55) Cc1nn(Cc2ccccc2)c(Cl)c1/C=C1\NC(=S)NC1=O
    -2.9	-6.5	-6.1	16.1	-10.0	3.2	3.1	-15.3
(56) COc1cccc2cc(C(=O)NCc3ccc(Cl)cc3)c(=N)oc12
    -12.0	-20.9	-8.3	-22.9	-9.9	41.6*	1.5	-9.1
(57) O=C(Nc1cccc(S(=O)(=O)N2CCCC2)c1)c1cccc(OC(F)F)c1
    0.9	-9.9	-5.3	30.6	5.1	13.7	-0.5	-12.2

High-throughput results deposited in PubChem by Sanford-Burnham Center for Chemical Genomics.
